# Screening results deposited in PubChem by several laboratories.
# FAK blocker = FAK kinase inhibitors, primary screen, biochemical | AID 727, 2007 | inhibition, %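 (tested at 7 µM)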 | Focal adhesion kinase 1 (Homo sapiens), Q05397 | biochemical FAK kinase activity assay | 97,000 tested, 0.84% active; in the data active = inhibition above about 19%;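 also: 0% = DMSO and 100% = reference compound high control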
# S1P2 blocker = human S1P2 receptor antagonists, primary screen, cell-based; AID 736, 2007; Sphingosine 1-phosphate receptor 2 (Homo sapiens), O95136; cell-based S1P2 antagonist assay, inhibition at 5 uM; 97,000 tested, 0.21% active; inhibition, % at 5 µM; in the data active = inhibition above about 45%;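 also: CRE beta-lactamase reporter cells expressing human S1P2 stimulated with S1P; 0% = agonist at EC80 alone and 100% = agonist plus reference antagonist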
# Target sequence (O95136 whole entry, looked up): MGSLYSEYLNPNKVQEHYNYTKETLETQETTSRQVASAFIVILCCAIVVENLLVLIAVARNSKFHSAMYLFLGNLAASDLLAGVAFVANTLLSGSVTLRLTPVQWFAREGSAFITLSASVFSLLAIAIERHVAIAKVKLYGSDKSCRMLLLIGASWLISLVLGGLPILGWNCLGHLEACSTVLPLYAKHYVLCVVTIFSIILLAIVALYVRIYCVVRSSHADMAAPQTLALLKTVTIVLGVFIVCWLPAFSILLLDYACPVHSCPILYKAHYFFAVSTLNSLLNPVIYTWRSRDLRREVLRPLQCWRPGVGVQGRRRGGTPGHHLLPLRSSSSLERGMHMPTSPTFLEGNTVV
# LYP inh 2 = PTPN22 phosphatase inhibitors, primary screen, biochemical, DiFMUP fluorescence, 2 µM; Tyrosine-protein phosphatase non-receptor type 22 (Homo sapiens), Q9Y2R2; inhibition, % at 2 µM; 96,000 tested, 0.21% active; recombinant LYP catalytic domain;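 active = inhibition at 2 µM at or above a set limit, the screen mean plus 3 SD, cut at about 24% in these data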;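 also: 0% = DMSO with enzyme and 100% = enzyme fully blocked by orthovanadate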
# EphB4 ephrin blk = EphB4-ephrin-B2 interaction antagonists, primary screen, biochemical, TNYL-RAW peptide probe, fluorescence polarization; Ephrin type-B receptor 4 (Homo sapiens), P54760; EphB4 LBD / TNYL-RAW-Alexa532 peptide; inhibition, % at 7 µM; 97,000 tested, 0.15% active;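 active = inhibition above the screen-wide mean inhibition plus 3 SD, cut at about 15% in these data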;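 also: 0% = DMSO wells and 100% = excess unlabeled TNYL-RAW peptide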
# S1P2 agonist = S1P2 receptor agonists, primary screen, cell-based; Sphingosine 1-phosphate receptor 2 (Homo sapiens), O95136; S1P2-expressing cell line, agonist reporter read-out; activation, % at 4.5 µM; 97,000 tested, 0.46% active; in the data active = activation above about 16%;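 also: 0% = vehicle low control and 100% = maximal reference agonist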
# PostGolgi yeast = phenotypic screen on post-Golgi transport, primary screen; post-Golgi transport phenotypic cell assay; inhibition, % at 10 µM; 98,000 tested, 0.9% active; AID 739, 2007;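 also: yeast cells grown in 1536-well plates; yeast grown about 18 h at 30C before absorbance read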
# PostGolgi ctrl = growth inhibition of yeast control strain, primary screen, counter-screen for post-Golgi transport modulator project; efflux-deficient yeast background strain, growth absorbance A615, 16 h; inhibition, % at 10 µM; 98,000 tested, 5% active
# LYP act = LYP phosphatase activators, primary screen, biochemical, DiFMUP fluorescence, 2 µM; Tyrosine-protein phosphatase non-receptor type 22 (Homo sapiens), Q9Y2R2; activation, % at 2 µM; AID 697, 2007; recombinant LYP; 0 = plate median, 100 = signal doubled; 96,000 tested, 0.11% active;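 active = activation at 2 µM above a set limit, the mean plus 5 SD, cut at about 37% in these data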
# HIV Rev-RRE inh = HIV-1 Rev-RRE binding inhibitors, primary screen, biochemical, FRET, protein-RNA interaction | inhibition, % at 8 µM | P05866 | 97,000 tested, 0.79% active | AID 704, 2007 | Rev peptide-RRE RNA binding;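 active = inhibition above the screen-wide mean plus 3 SD, cut at about 35% in these data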;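 also: 0% = median DMSO wells and 100% = median Neomycin B control wells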
# Target sequence (P05866 whole entry, looked up): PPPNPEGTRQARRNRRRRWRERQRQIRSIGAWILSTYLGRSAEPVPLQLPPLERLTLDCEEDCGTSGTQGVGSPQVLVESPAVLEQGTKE
#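 System: Cy5-labelled duplex RRE RNA binding fluorescein-labelled HIV Rev peptide; Signal: fluorescein-to-Cy5 FRET, 480 nm excitation; Also added: labelled Rev peptide; Compound: one concentration, 8 µM nominal; Buffer or medium: HEPES pH 7.5 salt buffer with EDTA; Read-out: % inhibition of FRET ratio versus controls; Schedule: 5 min preincubation and 15 min binding, 25 °C.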
# * = called active by the depositor; · = not tested or not shown. Rule as the data show it, unless noted: active = inhibition above about 30%; inactive = the rest.
SMILES,FAK blocker,S1P2 blocker,LYP inh 2,EphB4 ephrin blk,S1P2 agonist,PostGolgi yeast,PostGolgi ctrl,LYP act,HIV Rev-RRE inh
C=CCn1c(SCc2c(C)noc2C)nc2sc3c(c2c1=O)CCC(C)C3 (stereo not drawn),1,-17,-4,8,4,0,3,3,4
Cc1nnc(NC(=O)CCC(=O)NCc2cccs2)s1,-6,5,3,1,-5,3,15,-2,5
COc1ccc(N2CCN(c3nc(NCCO)nc(N4CCOCC4)n3)CC2)cc1,2,4,6,3,-5,-4,31*,-5,-2
CC(C)CNC(=O)NC(=O)COc1c(F)c(F)cc(F)c1F,-1,6,7,2,-7,2,5,-4,6
CCCCNc1ccccc1C(=O)OCC(=O)Nc1ccc(S(N)(=O)=O)cc1,1,-7,-4,-1,-5,-7,4,2,8
CCCCN(C)C(=O)CS(=O)(=O)Cc1nc(-c2cccc(OC)c2)oc1C,-3,-1,-1,-5,-2,3,1,0,0
CCN(CC)S(=O)(=O)c1ccc(NC(=O)Cn2c(=O)oc3ccccc32)cc1,8,3,-2,6,-5,4,-2,1,4
Cc1cc(NC(=O)Cc2cccs2)nn1CC(=O)NCc1ccco1,1,-22,-7,-6,-1,-8,2,7,2
COc1cc2c(cc1OC)/C(=C/C(=O)N1CCOCC1)NC(C)(C)C2,0,-28,0,0,6,4,5,3,-1
C=CCn1c(SCCCC)nc(O)cc1=O,-6,9,-12,9,-3,-13,3,9,2
O=C(NCc1ccc(Cl)cc1)C1=Cc2cc(Cl)ccc2OC1,5,1,7,2,-3,21,5,-1,2
CN(CC(=O)N1CCc2ccccc21)S(=O)(=O)c1ccc(Cl)cc1,-3,-19,-8,5,2,8,16,8,8
Cc1ccc(S(=O)(=O)N2CCN(C(=O)CN3CCOCC3)C2C(C)C)cc1 (stereo not drawn),0,6,-10,3,-4,-3,7,7,5
COc1ccc(OC)c(C2N(c3ccccn3)C(=O)C3CCCN32)c1 (stereo not drawn),0,-26,4,-12,-2,-5,28,-6,1
COc1cc(OC)cc(-c2cc3nc(C)c(CCC(=O)NC(C)CCc4ccco4)c(C)n3n2)c1 (stereo not drawn),-1,30,-6,9,-6,5,17,9,6
C/C(CC(=O)Nc1ccccc1Br)=N\NC(=O)C(=O)N1CCCC1,-9,-1,2,-9,-1,5,2,2,0
COc1ccnc(Oc2ccccc2)c1C(=O)N/C=N/OCc1ccc(F)cc1Cl,0,23,9,-2,-5,-11,8,-7,15
CCOC(=O)c1cc2cc(OC)ccc2[nH]1,1,-12,4,-3,-4,0,17,-4,5
Cc1cc(C(=O)Nc2sc3c(c2C#N)CCCCC3)cs1,0,2,15,5,-3,20,15,-13,12
COc1ccc(-c2cn(-c3ccc(C)cc3)c(=O)n2CC(=O)Nc2ccc(OC)cc2OC)cc1,3,-19,0,0,-5,10,17,3,-4

# Copied from the entries so far, 3 compounds:
SMILES,FAK blocker,S1P2 blocker,LYP inh 2,EphB4 ephrin blk,S1P2 agonist,PostGolgi yeast,PostGolgi ctrl,LYP act,HIV Rev-RRE inh
CCOC(=O)c1cc2cc(OC)ccc2[nH]1,1,-12,4,-3,-4,0,17,-4,5
Cc1cc(C(=O)Nc2sc3c(c2C#N)CCCCC3)cs1,0,2,15,5,-3,20,15,-13,12
COc1ccc(-c2cn(-c3ccc(C)cc3)c(=O)n2CC(=O)Nc2ccc(OC)cc2OC)cc1,3,-19,0,0,-5,10,17,3,-4

# The list continues:
SMILES,FAK blocker,S1P2 blocker,LYP inh 2,EphB4 ephrin blk,S1P2 agonist,PostGolgi yeast,PostGolgi ctrl,LYP act,HIV Rev-RRE inh
CN=Cc1cc(-c2ccccc2)sc1O,1,-4,2,6,-10,-1,-1,-1,2
Brc1ccc(-c2nc(-c3ccncc3)no2)o1,2,1,6,5,-3,-9,-3,-7,-1
COc1cccc(C(=O)Nc2ccc(NC(C)=O)cc2)c1,-4,5,-5,2,-4,-7,-1,2,9
CSc1nc2ccccc2cc1/C=C(\C#N)c1ccccc1,-2,-10,0,-11,-4,-17,3,3,8
CCOC(=O)COc1ccc(S(=O)(=O)NCC2CCCO2)cc1 (stereo not drawn),0,-14,0,-1,-3,·,·,-1,2
COc1cc(Cn2c(-c3nonc3N)nc3ccccc32)ccc1C,0,-15,-7,4,1,-3,8,3,2
Cc1cc(C(=O)N2CCN(C(=O)C3CCCO3)CC2)no1 (stereo not drawn),-1,-2,-8,-8,-2,-1,0,2,0
N#CC1=C(S)N(c2ccc(F)cc2)C(c2cccs2)NC1=O (stereo not drawn),0,-3,0,3,-1,-1,7,0,7
CCCn1nnnc1SCC(=O)Nc1ccc(F)cc1,-7,11,-11,0,-9,-5,1,10,4
Cc1ccc(C(=O)N(Cc2ccc3c(c2)OCO3)Cc2nc3ccccc3c(=O)[nH]2)cc1,0,-4,-4,0,0,-5,16,6,15

# Reprinted at random: 4 records from the list.
SMILES,FAK blocker,S1P2 blocker,LYP inh 2,EphB4 ephrin blk,S1P2 agonist,PostGolgi yeast,PostGolgi ctrl,LYP act,HIV Rev-RRE inh
Brc1ccc(-c2nc(-c3ccncc3)no2)o1,2,1,6,5,-3,-9,-3,-7,-1
CN=Cc1cc(-c2ccccc2)sc1O,1,-4,2,6,-10,-1,-1,-1,2
COc1cc(Cn2c(-c3nonc3N)nc3ccccc32)ccc1C,0,-15,-7,4,1,-3,8,3,2
CSc1nc2ccccc2cc1/C=C(\C#N)c1ccccc1,-2,-10,0,-11,-4,-17,3,3,8

# (continued)
SMILES,FAK blocker,S1P2 blocker,LYP inh 2,EphB4 ephrin blk,S1P2 agonist,PostGolgi yeast,PostGolgi ctrl,LYP act,HIV Rev-RRE inh
CCOc1ccccc1-n1nnnc1SCC(=O)Nc1cc(C)on1,4,16,4,-3,-4,-6,1,-6,6
CCc1ccc(-c2cc(C(=O)Nc3c(C)n(C)n(-c4ccccc4)c3=O)c3ccccc3n2)s1,2,17,7,-3,-7,-6,21,-4,12
O=C1CC(Nc2ccc(N3CCOCC3)cc2)C(=O)N1Cc1ccccc1 (stereo not drawn),2,0,6,0,-3,·,·,-7,4
O=C(/C=C/c1ccc2c(c1)OCO2)NCCSCc1ccc(Cl)cc1Cl,0,13,17,-2,-3,-6,17,-12,11
COc1ccc(-n2c(CCc3ccccc3)nnc2SCC(=O)NCc2ccccc2)cc1,-3,-12,5,3,0,-7,12,-2,8
COc1cc(NC(=O)C2CCCO2)c(OC)cc1NC(=O)c1ccccc1 (stereo not drawn),2,-5,-10,-6,-4,-4,4,5,-2
CN(C)C(=O)CN1C(=O)C2CCCCN2C(=O)c2ccccc21 (stereo not drawn),-2,-9,-3,-12,-3,12,25,1,6
Cc1cc(C(=O)N=Nc2c(O)n(C(C)C)c3ccccc23)n[nH]1,0,-11,-8,-8,2,-6,-2,12,-1
CCCOC(=O)c1ccc(NC(=O)c2ccoc2C)cc1,9,6,-1,3,-4,1,17,-1,9
Cc1c(NC(=O)COC(=O)C(c2ccc(Cl)cc2)C(C)C)c(=O)n(-c2ccccc2)n1C (stereo not drawn),0,-3,-7,17*,-5,-1,-1,4,3
C=C(C)C1Cc2c(C)nn(-c3cccc4ccccc34)c2C1 (stereo not drawn),0,-43,-1,-1,4,10,40*,0,13
Cc1ccc(C(=O)CC2SC(N)=NC2=O)cc1 (stereo not drawn),-10,-18,0,-4,-7,-12,1,5,0
Cc1c(NC(=O)C(C)OC(=O)c2cc3c4ccccc4n(C)c3s2)c(=O)n(-c2ccccc2)n1C (stereo not drawn),-2,29,8,1,-6,1,7,-4,1
O=c1cc(O)nc(SCc2ccc(Cl)cc2)[nH]1,-7,1,-8,0,-12,2,2,7,6
COc1cc(C(=O)NCc2nnc(SCC(=O)NCc3ccccc3)o2)cc(OC)c1OC,1,-49,2,-4,-4,2,15,0,6
CCOc1ccc(NC(C)c2cc(Cl)ccc2O)cc1 (stereo not drawn),0,12,-12,-6,-5,-5,23,11,-4
OC(CN1C2=NCCCN2c2ccccc21)c1ccc(Br)cc1 (stereo not drawn),0,-9,-3,2,-6,3,18,0,-1
O=C(NCC1COc2ccccc2O1)c1ccccc1 (stereo not drawn),-2,5,1,5,1,-2,7,-4,4
Cc1csc(NC(=O)CCCSc2nc3ccccc3s2)n1,0,0,2,5,-4,7,12,-4,14
CC(C(=O)O)n1c(C(F)(F)F)nc2ccccc21 (stereo not drawn),1,1,-2,-3,-5,5,6,5,3
COc1ccc(C)cc1S(=O)(=O)N(C)CC(=O)N1CCN(C)CC1,-1,-7,-5,-2,-5,-4,12,1,5
CCOP(=O)(OCC)C(C#N)=C1SCN(c2ccc(Cl)cc2)CS1,1,-10,8,-7,-2,13,9,-8,0
C[n+]1cc(-c2ccccc2)n2c1CCCCC2,1,-20,0,-4,1,3,2,2,4
CCOC(=O)c1ccc(-n2c(C)nc3c(cnn3-c3ccccc3C)c2=O)cc1,-2,18,-1,4,-5,-4,7,0,4
Cc1nn2c(C)nc3sc4c(c3c2nc1=O)CC(C)(C)OC4,-6,11,-2,1,-5,-3,5,6,-2
Clc1cccc(Oc2cnns2)c1Cl,-2,3,-6,8,-4,1,14,8,4
Cc1ccc2c(c1)C1(OCCO1)C(=O)N2,0,-11,-14,-1,0,-3,6,14,1
CC(C)C(=O)Nc1cccc(NC(=S)NC(=O)C(c2ccccc2)c2ccccc2)c1,5,-12,14,-4,-4,5,27,-14,7
Cc1ccc(NC(=O)CSc2nnc(CCCCCNC(=O)OC(C)(C)C)o2)c(C)c1,0,2,5,-2,-3,-6,1,-2,5
COc1ccc(-c2cc(CCCC(=O)NCc3ccccn3)no2)cc1,-1,9,1,1,-4,2,15,-4,9

# Entries listed so far shown as hits in EphB4 ephrin blk.
molecule,FAK blocker,S1P2 blocker,LYP inh 2,EphB4 ephrin blk,S1P2 agonist,PostGolgi yeast,LYP act,HIV Rev-RRE inh
Cc1c(NC(=O)COC(=O)C(c2ccc(Cl)cc2)C(C)C)c(=O)n(-c2ccccc2)n1C (stereo not drawn),0,-3,-7,17*,-5,-1,4,3

# Next section.
SMILES,FAK blocker,S1P2 blocker,LYP inh 2,EphB4 ephrin blk,S1P2 agonist,PostGolgi yeast,PostGolgi ctrl,LYP act,HIV Rev-RRE inh
O=C(NC1CCCCC1)C(c1ccccc1)N(C(=O)Cc1ccsc1)c1ccccc1 (stereo not drawn),0,-6,4,-6,0,19,-2,0,5
CC1(C)OC(=O)C(=CNCC(O)c2ccccc2)C(=O)O1 (stereo not drawn),-3,18,-2,4,-7,4,11,0,6
COc1ccc(CNC(=O)c2cccc(N(C)C)c2)cc1,1,-4,-1,-7,-4,-11,15,1,6
CSc1nsc(SCC(=O)Nc2c(C)n(C)n(-c3ccccc3)c2=O)n1,-1,-4,4,-5,0,8,9,-6,0

# Compounds as they come; overall some 7% were active at least once.
